CASP6 VEID inh: blocks human caspase-6 cleavage activity; P55212; purified caspase-6, Z-VEID-R110 cleavage fluorescence; inhibition, % at 12.5 µM; 0.53% of 350,000 active; AID 686996;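 active = mean inhibition across replicates at least about 35%, with every replicate also reaching that limit, limit read from the data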;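 also: 0% = median of neutral control wells and 100% = no fluorescence left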
E-selectin induc: E-selectin induction on HUVECs. P16581. HUVEC E-selectin immunofluorescence imaging; normalized: neutral wells 0, TNF-alpha wells 100. activation, % at 7.58 µM. 0.37% of 260,000 active;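 active = mean E-selectin-positive cell signal at least 10% of the positive control, reached in at least 60% of replicates, without over 20% cell loss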;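 also: in these data hits start at about 27%; measured in HUVEC primary endothelial cells; signal is the percent of cells scored E-selectin positive by PE staining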
Target sequence (P16581 whole entry, looked up): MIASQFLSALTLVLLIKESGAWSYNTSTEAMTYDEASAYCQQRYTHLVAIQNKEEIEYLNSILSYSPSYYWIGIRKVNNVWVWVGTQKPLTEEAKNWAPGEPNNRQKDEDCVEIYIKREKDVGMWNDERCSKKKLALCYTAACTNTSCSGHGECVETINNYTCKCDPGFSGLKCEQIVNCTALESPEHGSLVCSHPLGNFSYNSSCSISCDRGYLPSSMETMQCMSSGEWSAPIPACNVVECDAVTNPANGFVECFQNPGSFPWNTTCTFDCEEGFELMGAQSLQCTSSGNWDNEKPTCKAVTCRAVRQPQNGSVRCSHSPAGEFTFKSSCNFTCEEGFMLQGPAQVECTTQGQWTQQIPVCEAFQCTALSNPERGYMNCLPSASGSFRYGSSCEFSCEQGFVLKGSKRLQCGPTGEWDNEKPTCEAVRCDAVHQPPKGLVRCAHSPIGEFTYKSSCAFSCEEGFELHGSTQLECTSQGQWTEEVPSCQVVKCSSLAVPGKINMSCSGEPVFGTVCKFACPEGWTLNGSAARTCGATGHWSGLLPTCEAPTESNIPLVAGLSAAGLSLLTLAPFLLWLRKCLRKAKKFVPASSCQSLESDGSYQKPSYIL
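Read-out basis: % PE-positive cells; Test system: HUVEC primary endothelial cells; Technique: immunofluorescence imaging; Dosing: single-point compound dose.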
esBAF inh: inhibitors of esBAF chromatin remodeling in mouse ES cells | Bmi1-luciferase knock-in reporter, 24 h; 100% = twice the neutral-well signal | reporter increase, % at 12.5 µM | 2% of 350,000 active | AID 602393; in the data active = activation above about 40%;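 also: 0% = median of the plate's neutral control wells and 100% = double that signal; a rise in the Bmi1 reporter signal indicates esBAF inhibition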
RAD54 inh: inhibitors of human RAD54 branch migration; Q92698; RAD54 Holliday junction branch migration, FAM/BHQ fluorescence; inhibition, % at 10.4 µM; 0.14% of 360,000 active;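 active = mean normalized replicate activity at least 40 and at least half of replicates scoring 40 or more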;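 also: 0% = median of neutral control wells and 100% = median of positive control wells; inhibitors cause a drop in the FAM fluorescence signal; in these data hits start at about 50%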
RAD52 anneal inh: RAD52 (human) annealing inhibition. P43351. recombinant RAD52 DNA annealing, FRET fluorescence. inhibition, % at 18.7 µM. 0.46% of 360,000 active;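 active = every replicate showing at least 50% inhibition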
Target sequence (P43351 whole entry, looked up): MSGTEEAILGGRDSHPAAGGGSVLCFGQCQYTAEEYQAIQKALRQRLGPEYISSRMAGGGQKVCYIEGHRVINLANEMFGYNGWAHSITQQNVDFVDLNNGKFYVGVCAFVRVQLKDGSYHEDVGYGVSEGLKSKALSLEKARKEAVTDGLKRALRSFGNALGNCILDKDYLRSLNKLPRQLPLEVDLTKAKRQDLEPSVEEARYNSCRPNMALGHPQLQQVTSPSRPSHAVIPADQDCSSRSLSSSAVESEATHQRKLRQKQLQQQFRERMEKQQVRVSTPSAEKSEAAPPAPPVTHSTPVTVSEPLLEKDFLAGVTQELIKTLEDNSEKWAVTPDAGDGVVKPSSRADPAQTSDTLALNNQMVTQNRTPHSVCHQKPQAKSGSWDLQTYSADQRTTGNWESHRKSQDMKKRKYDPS
PglD DTNB: inhibitors of Campylobacter jejuni PglD acetyltransferase. purified PglD enzyme, DTNB colorimetric CoA detection. inhibition, % at 12.5 µM. 0.098% of 360,000 active. AID 602405; in the data active = inhibition above about 16%, passing the limit was not always enough; also: strong numbers were not always called active
ARNT-TACC3 inh: disrupts binding between human ARNT and TACC3; Q9Y6A5; AlphaScreen His-ARNT PAS-B/GST-TACC3 binding, luminescence; TACC3 fragment carries E629A point mutation; inhibition, % at 9.99 µM; 0.66% of 390,000 active; AID 623870;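 active = mean inhibition of replicates at least 50% and at least half of replicates each reaching 50%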;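 also: 0% = complete ARNT plus TACC3 wells and 100% = ARNT alone without TACC3; many hits fall short of the cut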
ERp5 inh: blocks human ERp5 reductase activity on insulin; Q15084; ERp5 insulin aggregation, absorbance 650 nm, 90 min; inhibition, % at 9.99 µM; 0.05% of 350,000 active; AID 651711;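 active = mean replicate inhibition above about 25%, with every replicate also reaching it, limit read from the data, passing the limit was not always enough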
The depositor's hits bear a star; / = not tested or not shown.

SMILES	CASP6 VEID inh	E-selectin induc	esBAF inh	RAD54 inh	RAD52 anneal inh	PglD DTNB	ARNT-TACC3 inh	ERp5 inh
COc1ccc(NC(=O)C2CCN(c3ncnc4c3nc3n4CCCCC3)CC2)c(OC)c1	-1	/	2	-4	-5	2	-4	-10
COc1cccc(-n2nnc3c(=O)n(Cc4ccc(Br)cc4)cnc32)c1	/	/	3	-1	/	2	-4	/
Cc1ccc(NC2CCCN(C(=O)c3cn4cccc(C)c4n3)C2)cc1C (centres undefined)	-2	-1.0	7	7	-11	2	-9	1
CCCSc1nnc(NC(=O)c2nc(SC)ncc2Cl)s1	/	/	2	-8	/	-5	1	/
CCC(=O)N1C[C@H](C)[C@H](OC)CN(C)C(=O)c2ccc(NC(=O)Nc3ccc(Cl)cc3)cc2OC[C@H]1C	/	0.0	4	1	11	-1	2	-1
COc1ccc(/C=C2\SC(=Nc3ccccc3OC)NC2=O)cc1	1	/	9	-7	-6	-7	6	1
CC(=O)Nc1cccc(-c2csc(Nc3cc(C)ccn3)n2)c1	/	/	48*	7	/	-3	-1	/
Cc1ccc2[nH]c(C(=O)N3CCN(C=O)CC3)cc2c1	0	/	3	1	-15	-3	-10	6
CN1C(=O)c2cc(NC(=O)C3CCCCC3)ccc2OC[C@@H]2O[C@H](CC(=O)NCC3CCCCC3)CC[C@H]21	3	0.1	/	/	10	/	/	-4
CCO[C@H]1OC(C(=O)N2CCCCCCC2)=C[C@@H](c2ccccc2)[C@@H]1CCCO	1	0.0	8	-8	-9	1	-2	0
CC=Cc1ccc2n(c1=O)C[C@H]1[C@H](CO)[C@@H](C(=O)NCCC)[C@@H]2N1C(=O)C1CC1 (mixture of isomers)	-3	0.1	-3	3	0	2	-18	2
CCOC(=O)c1cccnc1SCC(=O)NC(C)CC (centres undefined)	/	/	-4	-8	/	2	20	/
C#CCOCCOCCOCCNc1nc(N2CCN(C(=O)[C@H]([C@@H](C)CC)n3cc([C@@H](N)CO)nn3)CC2)nc(N2CCN(C(=O)[C@H](CCCCN)n3cc([C@@H](N)CC(C)C)nn3)CC2)n1	-146	-0.1	/	/	52*	/	/	-2
FC(F)(F)c1cccc(Cn2nnnc2-c2cccc(C(F)(F)F)c2)c1	/	/	1	-12	/	3	-4	/
CC(C)(C)c1nnc2sc(SCCN3C(=O)c4ccccc4C3=O)nn2c1=O	/	/	-5	2	/	1	-2	/
CC1(C)CC(=O)C=C(/C=C/c2ccccc2)C1	-4	-0.2	4	7	-17	-7	1	0
COc1ccc(C)cc1NC(=O)CSc1cccc[n+]1[O-]	1	-1.5	-9	8	1	/	/	-2
COc1cc(OC)cc(C(=O)NCC2CCCN(C(=O)c3oc(C)cc3C)C2)c1 (centres undefined)	-2	-0.1	-1	3	-5	3	-12	3
COc1ccc(/C=N/NC(=O)CC(=O)NCc2cccnc2)c(OC)c1	4	/	/	/	3	/	3	0
COc1cc(NC(=O)CN(C)S(=O)(=O)c2ccc(-c3ccc(=O)[nH]n3)s2)cc(OC)c1	3	/	0	-11	-44	2	8	3
Cc1cccn2c(/C=N/OCc3cccc(F)c3)c(-c3ccc(Cl)cc3)nc12	/	/	-2	11	/	-4	-5	/
COc1cc(C(=O)N[C@@H](C)C(=O)N2CCC3(CC2)NCCc2[nH]cnc23)cc(OC)c1OC	4	/	0	-7	-3	-6	-1	2
O=S(=O)(N[C@@H]1CC[C@H](CCn2cc(C3CC3)nn2)O[C@@H]1CO)c1ccc(F)cc1	-2	-0.7	2	1	-8	-2	0	2
Cc1occc1-c1nnc(SCC(=O)NCCc2ccccc2)n1C(C)c1ccccc1 (centres undefined)	3	/	3	-10	0	-2	4	-9
Cc1ccc(C(=O)NNC(=O)OC(C)(C)C)c(Cl)c1	/	/	21	2	/	-6	-8	/
CC(C)NC(=O)N(C)C[C@@H]1Oc2c(NC(=O)c3ccc(-c4nccs4)cc3)cccc2C(=O)N([C@H](C)CO)C[C@@H]1C	3	-3.5	-3	-1	0	-3	/	-17
NC(COCc1ccccc1)c1csc(NC(=O)Nc2cccc(Cl)c2)n1 (centres undefined)	-5	0.0	-14	0	-99	-2	/	4
O=C(NCc1ccccc1)N(Cc1nc2ccccc2c(=O)[nH]1)C1CCCC1	/	/	-1	1	/	-1	-5	/
CC[C@]12c3[nH]c4ccc(OC)cc4c3CCN1C(=O)C(CC(=O)NCC13CC4CC(CC(C4)C1)C3)C[C@@H]2C(=O)N1CCN(C(=O)C2CC2)CC1 (some centres undefined)	2	0.0	-3	0	-6	0	3	-6
O=C(NCc1ccco1)c1ccccc1-c1nc(-c2ccc(F)cc2)no1	-2	-0.2	-5	/	2	/	-5	2
CC(C)(O)C#Cc1ccc(C(=O)N2CCN(C(=O)c3ccco3)CC2)cc1	/	/	15	-1	/	0	2	/
COc1ccc(NC(=O)Nc2ccc3c(c2)C(=O)N([C@@H](C)CO)C[C@@H](C)[C@@H](CN(C)CC2CCCCC2)OCCCC[C@@H](C)O3)cc1	1	-0.1	-2	11	-13	-3	11	2
O=C(CCC(=O)N(CC(=O)NC1CCCC1)C1CCCCC1)Nc1ccccn1	-2	1.2	/	/	-6	/	/	-3
CCOC(=O)C1=C(CSc2n[nH]c(N)n2)NC(=O)NC1C (centres undefined)	0	/	-5	-6	-20	-5	-2	-11
Cc1ccc(S(=O)(=O)NCC(=O)NCCc2c[nH]c3ccccc23)cc1C	2	0.6	-6	9	-75	-2	0	-2
COC(=O)C1=C(C)N(Cc2cccc(C(F)(F)F)c2)C(=NCc2ccccc2C(F)(F)F)NC1c1ccc(Cl)cc1 (centres undefined)	-7	-0.3	/	/	-17	/	/	-3
Cc1cc(NC(=O)CCC2COc3ccccc3O2)no1 (centres undefined)	/	/	12	2	/	-1	0	/
CO[C@@H]1CN(C)C(=O)c2ccc(NC(=O)C3CC3)cc2OC[C@@H](C)N(Cc2cccc(F)c2)C[C@H]1C	9	-0.1	/	/	7	/	/	-2
COc1ccc(CCN2CC(C(=O)N3CCN(C(C)=O)CC3)CCC2=O)cc1 (centres undefined)	1	-0.6	3	-12	0	0	0	7
CCOC(=O)C1=CN(Cc2cccc(-c3cccnc3)c2)S(=O)(=O)N(C)C1C (centres undefined)	-2	-1.2	4	6	-8	0	-15	2
CO[C@@H]1CN(C)C(=O)c2ccc(NS(C)(=O)=O)cc2OC[C@@H](C)N(S(=O)(=O)CC(F)(F)F)C[C@H]1C	-1	0.6	2	8	-24	3	2	7
COc1ccccc1C#Cc1ccc2c(c1)O[C@@H](CN(C)Cc1ccncc1)[C@@H](C)CN([C@H](C)CO)S2(=O)=O	-2	/	10	-7	8	-5	-2	0
Cc1ccc(S[C@@H](CCN2CC[C@H](NC(=O)OCc3ccccc3)CCC2=O)c2ccccc2)cc1	-1	/	5	-11	-49	2	0	3
Cc1noc(C)c1S(=O)(=O)N(C)C[C@H]1Oc2ccc(NS(=O)(=O)c3ccc(Cl)cc3)cc2CC(=O)N([C@H](C)CO)C[C@H]1C	/	0.7	0	-6	17	-4	-3	-4
COc1ccc(C(=O)N2CCCCCC2)cc1S(=O)(=O)N1CCOCC1	0	/	/	9	-6	6	-8	-4
Cc1ccc(OCC(=O)N2CCN(C(=O)c3ccco3)CC2)cc1	0	/	/	/	-2	/	0	-2
CCN(CC)S(=O)(=O)c1ccc(N2CCCC2)c(NS(=O)(=O)c2ccc(OC)cc2)c1	/	-0.5	/	-5	/	-2	0	/
C[C@H]1CN([C@@H](C)CO)S(=O)(=O)c2ccc(C3=CCCCC3)cc2O[C@H]1CN(C)C(=O)C1CCOCC1	6	1.6	1	-8	22	4	3	5
Cc1ccccc1OCC(=O)Nc1sc(C(=O)Nc2cccc(C)c2C)c(C)c1C#N	-4	/	-4	3	-5	-2	-1	8
O=C(N[C@@H]1CC[C@H](CCn2cc(C3(O)CCCC3)nn2)O[C@H]1CO)C1CCCC1	-2	0.0	5	3	3	-2	-9	-2
CC1(C(=O)NS(=O)(=O)c2cccc(Cl)c2)CCN1C(=O)C1CCCCC1 (centres undefined)	5	-0.1	0	5	-20	1	/	0
C[C@H](CO)N1C[C@H](C)[C@H](CN(C)C(=O)[C@H](C)c2ccccc2)OCc2ccccc2-c2c(n(C)c3ccccc23)C1=O	2	1.6	/	/	-3	/	/	-3
CCCNC(=O)Nc1ccc2c(c1)C(=O)N(C)C[C@H](OC)[C@@H](C)CN[C@H](C)CO2	-3	-0.6	2	2	-2	-1	-2	-1
COc1cc(C(O)c2nc(/C=C/c3ccccc3)cs2)ccc1F (centres undefined)	-3	/	16	-4	-7	-6	/	0
Cc1sc2nc(CSc3n[nH]c(N)n3)[nH]c(=O)c2c1C	5	/	/	-5	0	5	-8	-5
COC(=O)C(O)(CC(=O)Nc1cccc(SC)c1)C(F)(F)F (centres undefined)	-1	/	-5	5	-12	2	-5	0
CC1CCC2(CC1)NC(=O)N(CC(=O)Nc1cccc(S(=O)(=O)N3CCCC3)c1)C2=O (centres undefined)	-2	-0.5	10	-1	16	6	-8	0
CC(CO)NCC12CC3CC(CC(C3)C1)C2 (centres undefined)	-3	-0.1	/	/	-6	/	-17	1
CN1CCN(S(=O)(=O)c2ccc3c(c2)NC(=O)C2CCCN32)CC1 (centres undefined)	/	/	-8	-8	/	0	3	/

Grouped by structure, the entries above containing fluorine (nine)
SMILES	CASP6 VEID inh	E-selectin induc	esBAF inh	RAD54 inh	RAD52 anneal inh	PglD DTNB	ARNT-TACC3 inh	ERp5 inh
FC(F)(F)c1cccc(Cn2nnnc2-c2cccc(C(F)(F)F)c2)c1	/	/	1	-12	/	3	-4	/
Cc1cccn2c(/C=N/OCc3cccc(F)c3)c(-c3ccc(Cl)cc3)nc12	/	/	-2	11	/	-4	-5	/
O=S(=O)(N[C@@H]1CC[C@H](CCn2cc(C3CC3)nn2)O[C@@H]1CO)c1ccc(F)cc1	-2	-0.7	2	1	-8	-2	0	2
O=C(NCc1ccco1)c1ccccc1-c1nc(-c2ccc(F)cc2)no1	-2	-0.2	-5	/	2	/	-5	2
COC(=O)C1=C(C)N(Cc2cccc(C(F)(F)F)c2)C(=NCc2ccccc2C(F)(F)F)NC1c1ccc(Cl)cc1 (centres undefined)	-7	-0.3	/	/	-17	/	/	-3
CO[C@@H]1CN(C)C(=O)c2ccc(NC(=O)C3CC3)cc2OC[C@@H](C)N(Cc2cccc(F)c2)C[C@H]1C	9	-0.1	/	/	7	/	/	-2
CO[C@@H]1CN(C)C(=O)c2ccc(NS(C)(=O)=O)cc2OC[C@@H](C)N(S(=O)(=O)CC(F)(F)F)C[C@H]1C	-1	0.6	2	8	-24	3	2	7
COc1cc(C(O)c2nc(/C=C/c3ccccc3)cs2)ccc1F (centres undefined)	-3	/	16	-4	-7	-6	/	0
COC(=O)C(O)(CC(=O)Nc1cccc(SC)c1)C(F)(F)F (centres undefined)	-1	/	-5	5	-12	2	-5	0

Screening results (PubChem)
